UHRF1 binding – UHRF1 methyl-DNA binding inhibition | UHRF1 binding to methylated oligo, TR-FRET | Q96T88 | inhibition, % at 4.4 µM | 370,000 tested, 0.75% active | AID 687016; in the data active = inhibition above about 21%;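 note: UHRF1 SRA domain binding a hemimethylated CpG hairpin DNA probe; 0% = median of test compound wells and 100% = reference inhibitor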
TCR CD3 inh – inhibitors of human TCR-CD3 interaction; AID 651800; TAMRA-labeled TCR probe fluorescence, biochemical; inhibition, % at 9.4 µM; 360,000 tested, 0.37% active; in the data active = inhibition above about 19%;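 note: recombinant mutant TCR 2C K166C tagged with TAMRA read by polarization; 0% = receptor in buffer alone and 100% = receptor with positive control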
HTRA1 inhibitor – HTRA1 (human) protease inhibition; recombinant HTRA1, FP-rhodamine activity-based probe, fluorescence polarization; inhibition, % at 5.96 µM; 340,000 tested, 0.5% active; AID 504803; in the data active = inhibition above about 36%;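 note: 0% = enzyme with DMSO and 100% = wells lacking enzyme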
Target sequence (Q92743 whole entry, looked up): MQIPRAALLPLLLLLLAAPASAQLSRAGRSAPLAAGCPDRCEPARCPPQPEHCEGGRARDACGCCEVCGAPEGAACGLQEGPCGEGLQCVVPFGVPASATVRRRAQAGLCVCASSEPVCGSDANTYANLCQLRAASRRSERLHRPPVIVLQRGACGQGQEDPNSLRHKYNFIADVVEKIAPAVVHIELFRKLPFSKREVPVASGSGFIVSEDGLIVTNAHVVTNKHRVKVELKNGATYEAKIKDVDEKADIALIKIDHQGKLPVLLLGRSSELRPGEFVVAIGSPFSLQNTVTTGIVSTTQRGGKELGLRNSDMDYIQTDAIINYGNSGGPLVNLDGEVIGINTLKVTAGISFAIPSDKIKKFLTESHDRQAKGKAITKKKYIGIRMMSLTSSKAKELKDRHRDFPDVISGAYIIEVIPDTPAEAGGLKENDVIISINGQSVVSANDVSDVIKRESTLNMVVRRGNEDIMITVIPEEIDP
NR1D1 modulator – Rev-erb alpha (human) modulation | 370,000 tested, 0.79% active | activity, % at 10 µM | Rev-erbα–FITC-DNA binding, fluorescence polarization, 90 min | P20393;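 active = activity above about 14%, limit read from the data; passing the limit was not always enough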;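 note: 0% = DMSO wells with 35 nM protein and 100% = DMSO wells with 750 nM protein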
ABHD4 inh – inhibits mouse alpha/beta hydrolase domain 4; Q8VD66; purified mABHD4, FP-Rh probe fluorescence polarization; inhibition, % at 8.92 µM; 370,000 tested, 0.54% active; AID 720543;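 active = inhibition exceeding the mean over every tested compound plus 3 SD, cut at about 30% in these data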;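 note: 0% = plate median of compound wells and 100% = S159A mutant with DMSO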
Target sequence (Q8VD66 whole entry, looked up, the tested form may be a part): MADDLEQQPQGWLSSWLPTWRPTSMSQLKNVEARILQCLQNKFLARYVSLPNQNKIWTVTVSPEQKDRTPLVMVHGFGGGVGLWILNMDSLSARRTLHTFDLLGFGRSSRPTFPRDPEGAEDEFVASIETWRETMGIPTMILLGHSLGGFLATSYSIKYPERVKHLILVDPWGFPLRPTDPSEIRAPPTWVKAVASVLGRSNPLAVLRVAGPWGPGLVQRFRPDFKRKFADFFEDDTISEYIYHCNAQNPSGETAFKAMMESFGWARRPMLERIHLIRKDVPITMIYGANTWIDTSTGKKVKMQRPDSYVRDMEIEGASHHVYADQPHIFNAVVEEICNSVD
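Doses – 8.92 µM, single dose · Material – wild-type mouse ABHD4 protein · Replication – single well per compound (singlicate) · Measure – percent inhibition of probe binding, normalized to plate controls · Schedule – 45 min compound pre-incubation plus 60 min probe step, 25 °C · Detection – fluorescence polarization with parallel and perpendicular emission, 525/598 nm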
PRMT1 inh – inhibitors of human PRMT1. Q99873. recombinant PRMT1, activity-based probe fluorescence polarization. inhibition, % at 2.79 µM. 370,000 tested, 1.3% active. AID 652257;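 active = inhibition above about 21% made by adding two undisclosed values, limit read from the data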
rCAG RNA binder – molecules binding r(CAG) RNA repeats; 370,000 tested, 1.3% active; r(CAG) RNA repeat, TO-PRO-1 dye displacement fluorescence; inhibition, % at 3 µM; AID 651821;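 active = inhibition above the plate cutoff, the mean of all test compounds on that plate plus 3 SD, cut at about 35% in these data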;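 note: 0% = DMSO alone and 100% = 100 µM mitoxantrone as full dye displacement; higher means more dye released from RNA so lower well fluorescence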
LEDGF integ inh – blocks HIV-1 LEDGF/p75-dependent DNA integration. TR-FRET IN-LEDGF/p75 DNA integration, Eu/Cy5. inhibition, % at 3.7 µM. 370,000 tested, 0.64% active. AID 743269;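 active = inhibition above the screen-wide mean plus 3 SD, cut at about 13% in these data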;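 note: signal is the Cy5 over europium emission ratio at 671 and 618 nm; 0% = plate median of compound wells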
MBD2 DNA inh – inhibitors of human MBD2 binding to methylated oligonucleotide. AID 686964. inhibition, % at 4.4 µM. TR-FRET. 370,000 tested, 0.31% active; in the data active = inhibition above about 13%
PG9 Ab binder – small molecules binding HIV-1 gp120 antibody PG9 | TR-FRET gp120-PG9 antibody binding | inhibition, % at 6.7 µM | 360,000 tested, 0.43% active; in the data active = inhibition above about 8.5%
Active calls of the source: *; · = not tested or not shown.

SMILES	UHRF1 binding	TCR CD3 inh	HTRA1 inhibitor	NR1D1 modulator	ABHD4 inh	PRMT1 inh	rCAG RNA binder	LEDGF integ inh	MBD2 DNA inh	PG9 Ab binder
CCc1ccc(NC(=O)C2CC(=O)Nc3ncnn32)cc1 (stereo unspecified)	6	6	0	2	4	0	0	0	-2	-1.0
CCN1C(=O)[C@H]2[C@@H](c3ccc(C)cc3)N3C(=O)N(c4ccc(OC)cc4)C(=O)[C@@]3(Cc3ccc(Cl)cc3)[C@H]2C1=O	-2	-3	-9	0	-1	-5	6	2	-2	2.1
CCCn1c(Nc2ccccc2C)nc2ccccc21	2	-6	-4	-3	4	1	-4	2	1	-0.1
COC(=O)N1CCCCC1c1cc(C(=O)Nc2ccc(OC)cc2C)no1 (stereo unspecified)	2	-6	·	-4	3	5	-1	-3	3	0.6
CCc1ccccc1NC(=O)c1cc(C)no1	-2	2	1	1	-3	2	-1	1	-6	-0.5
CCOC(=O)c1ccc(NCn2c(=O)oc3ccccc32)cc1	-1	-3	9	-3	5	-3	0	4	2	-0.5
NC(c1ccccc1)c1csc(Nc2ccc(C(=O)NCCO)cc2)n1 (stereo unspecified)	-1	1	·	1	7	-2	2	1	4	-2.6
Cc1cccc(C)c1NC(=O)CNC(=O)C1CC(=O)N(Cc2ccccc2)C1 (stereo unspecified)	2	0	0	3	-2	1	-5	0	5	-0.7
COC(=O)Cn1cnc2sc(C)c(S(=O)(=O)N3CCC(C)CC3)c2c1=O	3	-3	2	-1	-6	-1	3	2	-4	0.4
COc1cc(S(=O)(=O)N2CCN(Cc3ccc4c(c3)OCO4)CC2)ccc1NC(C)=O	0	6	·	4	1	-3	3	-2	1	0.3
Cc1ccc(NC(=O)[C@@H]2O[C@H](CO)[C@@H](O)[C@H]2O)cc1C(F)(F)F	-1	4	·	3	-1	-6	0	-2	7	-1.4
CC1CCOC(c2coc3ccccc3c2=O)O1 (stereo unspecified)	0	-4	1	0	3	-1	-1	2	2	-1.4
O=C(c1ccccc1Cc1ccccc1)N1CCN(S(=O)(=O)c2ccccc2[N+](=O)[O-])CC1	2	-4	-7	-1	-2	3	1	-4	2	0.1
COc1ccc(Cn2cc(CN3CC(N4CCCCC4)CS3(=O)=O)nn2)cc1 (stereo unspecified)	8	8	·	4	-5	-6	0	3	-2	2.6
Cc1ccc(C(=O)NCCN2CCC(n3c(=O)[nH]c4ccccc43)CC2)cc1	0	6	·	3	3	-1	-1	-6	1	1.4
CC(=O)c1ccc(-n2nncc2C)cc1	0	-6	2	4	-10	1	2	7	-1	1.0
O=C(Cc1cccs1)N/N=C/C(Cl)=C/c1ccccc1	-1	7	-2	6	-3	-1	1	-5	1	-1.4
CCOC(=O)N(C)c1c(CC)nc2c(OCC(=O)C(C)(C)C)cccn12	-2	-8	·	-4	0	2	-2	1	4	0.0
Cc1nc(Cl)c(C(=O)NCCc2ccccc2)c(C)c1[N+](=O)[O-]	-1	5	-6	-4	-4	-1	1	-2	0	-0.1
CCOc1cc(/C=N/NC(=O)Cc2ccc(C(F)(F)F)cc2[N+](=O)[O-])c(Br)cc1OC	5	1	0	·	3	-2	0	-1	-4	0.4
COCCn1cnnc1SCC(=O)Nc1cc(C)on1	2	4	4	3	-1	-2	1	1	-1	-1.6
CCn1c(CNC(=O)c2ccccc2F)cc2ccccc21	3	-2	-3	-3	-5	-2	4	3	0	-0.7
Cc1noc(C)c1NC(=O)N(C)C[C@H]1OCc2cnnn2CCCC(=O)N([C@H](C)CO)C[C@@H]1C	-1	11	6	-6	-5	0	1	-11	2	-1.0
O=C(CN(C(=O)c1ccc(Cl)cc1)N1C(=O)C2C3C=CC(C3)C2C1=O)c1cccs1 (stereo unspecified)	18	-2	0	-3	-13	7	2	-5	6	-0.9
CCOc1ccccc1N1CCN(Cc2cccc(OC)c2O)CC1	-3	2	9	-4	0	-1	-4	-2	4	1.1
SMILES	UHRF1 binding	TCR CD3 inh	HTRA1 inhibitor	NR1D1 modulator	ABHD4 inh	PRMT1 inh	rCAG RNA binder	LEDGF integ inh	MBD2 DNA inh	PG9 Ab binder
CCCCN(C(=O)Cc1ccc2c(c1)OCCO2)c1c(N)n(CCC)c(=O)[nH]c1=O	-3	-6	-7	-4	8	4	4	-2	1	-1.2
Cc1cc(C(F)F)n2ncc(C(=O)N3CCC(C(N)=O)CC3)c2n1	3	2	1	1	-1	1	3	-4	6	0.0
COc1ccc(Br)cc1C(=O)Nc1cccc(C)c1	1	-11	-10	0	-1	-2	-3	3	-7	3.0
Cc1coc2c1c(C)cc1oc(=O)c(CC(=O)NCC(=O)O)c(C)c12	-4	7	2	-2	4	2	6	-2	-13	0.8
CC(=O)N1CCN(Cc2nc3cc(NC(=O)C4CCCCC4)ccc3n2C)CC1	0	4	8	-1	0	3	-3	2	-1	-1.1
O=C(Nc1sc2c(c1C(=O)O)CCCC2)c1ccccc1Cl	2	0	-7	1	11	0	20	-3	0	-2.5
C/C(=C\c1ccccc1)CN1CCC(C(=O)N2CCC(C)CC2)CC1	-1	6	0	0	8	2	-10	1	3	1.0
CCn1c(-c2nn(-c3ccc(C)cc3)ccc2=O)n[nH]c1=S	-1	3	1	-1	-2	1	0	0	-1	-1.1
O=C(O)c1ccc(-c2cccc(-c3nn4c(=O)cc(N5CCNCC5)nc4s3)c2)cc1	4	-2	·	-3	-5	-4	6	6	-1	-0.2
COc1ccc(/C=N/n2cnnc2SCCO)cc1OC	-3	5	5	-1	-3	-1	-1	-1	0	-1.1
O=C(Nc1cccc(S(=O)(=O)Nc2ccccc2F)c1)c1ccco1	1	-7	-4	1	-3	7	6	-5	1	-0.6
CCOC(=O)c1ccc(CNC(=O)Cn2nnc(-c3ccc(C)cc3)n2)o1	3	2	7	-4	4	1	-2	5	6	2.1
COc1ncnc2c1ncn2CCCN(CCCc1ccccc1)CCCn1cnc2c(OC)ncnc21	0	0	2	-8	4	-3	0	4	-4	3.9
O=C(C(=O)N1CCC(CNS(=O)(=O)Cc2ccccc2)CC1)c1cc2ccccc2o1	0	-2	·	-6	1	2	4	-3	2	0.6
O=c1cnnc(N/N=C/c2ccccn2)[nH]1	4	-11	7	-1	2	2	-3	-7	3	-1.4
C=CCC(c1ccccc1)N(C(C)=O)c1ccco1 (stereo unspecified)	-3	-2	-7	4	-1	0	-1	-2	2	-1.0

Structures shown so far that contain a thiophene ring, fused or not (four):
SMILES	UHRF1 binding	TCR CD3 inh	HTRA1 inhibitor	NR1D1 modulator	ABHD4 inh	PRMT1 inh	rCAG RNA binder	LEDGF integ inh	MBD2 DNA inh	PG9 Ab binder
COC(=O)Cn1cnc2sc(C)c(S(=O)(=O)N3CCC(C)CC3)c2c1=O	3	-3	2	-1	-6	-1	3	2	-4	0.4
O=C(Cc1cccs1)N/N=C/C(Cl)=C/c1ccccc1	-1	7	-2	6	-3	-1	1	-5	1	-1.4
O=C(CN(C(=O)c1ccc(Cl)cc1)N1C(=O)C2C3C=CC(C3)C2C1=O)c1cccs1 (stereo unspecified)	18	-2	0	-3	-13	7	2	-5	6	-0.9
O=C(Nc1sc2c(c1C(=O)O)CCCC2)c1ccccc1Cl	2	0	-7	1	11	0	20	-3	0	-2.5

Full records as entered above.
`CCOC(=O)N(C)c1c(CC)nc2c(OCC(=O)C(C)(C)C)cccn12` is entered as UHRF1 binding: -2; TCR CD3 inh: -8; HTRA1 inhibitor: ·; NR1D1 modulator: -4; ABHD4 inh: 0; PRMT1 inh: 2; rCAG RNA binder: -2; LEDGF integ inh: 1; MBD2 DNA inh: 4; PG9 Ab binder: 0.0
`COc1ncnc2c1ncn2CCCN(CCCc1ccccc1)CCCn1cnc2c(OC)ncnc21` is entered as UHRF1 binding: 0; TCR CD3 inh: 0; HTRA1 inhibitor: 2; NR1D1 modulator: -8; ABHD4 inh: 4; PRMT1 inh: -3; rCAG RNA binder: 0; LEDGF integ inh: 4; MBD2 DNA inh: -4; PG9 Ab binder: 3.9

Results in MBD2 DNA inh, PRMT1 inh and UHRF1 binding, for 7 of the compounds above:
| Compound | MBD2 DNA inh | PRMT1 inh | UHRF1 binding |
| --- | --- | --- | --- |
| CCn1c(-c2nn(-c3ccc(C)cc3)ccc2=O)n[nH]c1=S | -1 | 1 | -1 |
| O=C(O)c1ccc(-c2cccc(-c3nn4c(=O)cc(N5CCNCC5)nc4s3)c2)cc1 | -1 | -4 | 4 |
| COc1ccc(/C=N/n2cnnc2SCCO)cc1OC | 0 | -1 | -3 |
| O=C(Nc1cccc(S(=O)(=O)Nc2ccccc2F)c1)c1ccco1 | 1 | 7 | 1 |
| CCOC(=O)c1ccc(CNC(=O)Cn2nnc(-c3ccc(C)cc3)n2)o1 | 6 | 1 | 3 |
| COc1ncnc2c1ncn2CCCN(CCCc1ccccc1)CCCn1cnc2c(OC)ncnc21 | -4 | -3 | 0 |
| O=C(C(=O)N1CCC(CNS(=O)(=O)Cc2ccccc2)CC1)c1cc2ccccc2o1 | 2 | 2 | 0 |

High-throughput results (PubChem BioAssay)

This is a subset; count on the stated rates, not on these rows.
